Assay outcomes as filed in PubChem.
XIAP displacement – small molecules displacing peptide from XIAP – biochemical, IAP family, fluorescence polarization (AID 1018); XIAP BIR domain, fluorescence polarization peptide displacement; higher % means a stronger effect; actives 0.007% (n = 200,000); one-dose displacement, % at 20 µM; IC50 in µM for titrated hits; in the data active = displacement above about 50%; also: a part of the inactive calls stands beside numbers as strong as those of hits
NOD1 NF-kB reporter – NOD1 signaling inhibitors, primary screen, cell-based, luminescence, uHTS (AID 1578). NOD1-driven NF-kB luciferase reporter cells, luminescence; higher % means a stronger effect. one-dose inhibition, % at 4 µM; EC50 in µM for titrated hits. actives 1% (n = 290,000); in the data active = inhibition mostly above about 36%, no sharp cut-off; inactive = mostly below about 34%;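 also: HEK-293T reporter cells stimulated with the NOD1 agonist gamma-tri-DAP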
LYP inhibition – PTPN22 lymphoid phosphatase activity blockers – biochemical, fluorescence intensity, uHTS (AID 1779); recombinant LYP phosphatase, fluorescence intensity; higher % means a stronger effect; actives 0.054% (n = 290,000); inhibition, % at 11.5 µM; hits with a dose series show IC50 in µM;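 also: plate controls were vehicle with enzyme for no effect and no enzyme for full effect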
HEK293 NOD2/NF-kB – inhibition of NOD2-driven NF-kB reporter – cell-based, luminescence, uHTS, HEK293 (AID 1566); inhibition, % at 4 µM, or EC50 in µM where a hit was titrated; actives 0.63% (n = 290,000); HEK293 NOD2/NF-kB luciferase reporter, luminescence; higher % means a stronger effect; also: many of its hits are not listed in these tables
KOR beta-arrestin-1 – kappa opioid receptor blockers – cell-based, luminescence, uHTS (AID 1778) | KOR beta-arrestin recruitment, luminescence, antagonist mode; higher % means a stronger effect | one-dose inhibition, % at 10 µM; IC50 in µM for titrated hits | actives 0.091% (n = 290,000); also: strong numbers were not always called active
PMI inhibition – human PMI inhibitors, high substrate, primary screen, biochemical, fluorescence intensity, high mannose 6-phosphate (AID 1220); recombinant PMI enzyme, coupled fluorescence intensity; higher % means a stronger effect; inhibition, % at 20 µM; hits with a dose series show IC50 in µM; actives 0.66% (n = 190,000)
human PMI inhibition – MPI enzyme activity inhibition – biochemical, fluorescence intensity, coupled assay, primary screen (AID 1209); purified PMI enzyme, coupled fluorescence intensity; higher % means a stronger effect; one-dose inhibition, % at 20 µM; IC50 in µM for titrated hits; actives 0.42% (n = 190,000);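 also: plate controls were DMSO vehicle for no effect and wells lacking substrate for full effect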
KOR beta-arrestin-2 – KOR agonists, beta-arrestin recruitment, primary screen, cell-based, luminescence, uHTS (AID 1777). KOR beta-arrestin recruitment, luminescence; higher % means a stronger effect. one-dose activation, % at 10 µM; EC50 in µM for titrated hits. actives 0.02% (n = 280,000); in the data active = activation above about 50%, passing the limit was not always enough; also: a part of the inactive calls stands beside numbers as strong as those of hits
TNAP activation fold – stimulation of alkaline phosphatase TNAP activity – biochemical, luminescent, no phosphate acceptor, uHTS, primary screen (AID 1001); actives 0.03% (n = 200,000); activation fold at 20 µM; hits with a dose series show EC50 in µM; purified TNAP, luminescent activation assay, no phosphate acceptor; higher activation fold means a stronger effect; in the data active = activation fold from about 3, or a potency from the dose series; inactive = the rest, 99 in 100 with activation fold below about 1.6; also: many of its hits are not listed in these tables
The depositor's hits bear a star; . = no result given; [ ] = another dose, or the depositor's remark. Rule as the data show it, unless noted: active = inhibition above about 50%; inactive = the rest. Only part of the results is shown; count on the stated rates, not on these rows.

Values run as follows: XIAP displacement	NOD1 NF-kB reporter	LYP inhibition	HEK293 NOD2/NF-kB	KOR beta-arrestin-1	PMI inhibition	human PMI inhibition	KOR beta-arrestin-2	TNAP activation fold
1: Cc1ccc(CNC(=O)C2CCCN(S(=O)(=O)c3cnc[nH]3)C2)cc1 (stereo not given)
    -7.3%	1.4%	-6.4%	-2.2%	-68.4%	-12.2%	-4.0%	1.8%	0.8
2: O=C(N/N=C/C1CC2CCC1C2)c1c[nH]c2ccccc12 (stereo not given)
    -3.2%	-40.8%	-8.3%	-1.7%	2.4%	3.0%	9.8%	-2.9%	1.1
3: COc1ccc(C(=O)Nc2cccc(S(C)(=O)=O)c2)cc1OC
    -3.6%	-18.0%	-2.3%	-1.9%	-21.3%[20 µM]	2.5%	1.6%	-3.3%	1.1
4: COc1ccc(N2CCN(C(=O)C3(S(=O)(=O)c4ccc(C)cc4)CC3)CC2)cc1
    .	-35.5%	-4.3%	11.5%	15.0%	.	.	-1.8%	.
5: COCCN(C(=S)Nc1ccccc1C)C(C)c1cccnc1 (stereo not given)
    -9.2%	6.5%	-6.6%	13.7%	-58.9%	2.8%	0.0%	-0.6%	1.1
6: COC(=O)Cc1ccc(NC(=O)c2cccs2)cc1
    -4.4%	-41.5%	-3.0%	-50.3%	6.9%	-3.5%	-1.0%	-0.5%	1
7: CCCCCCC(=O)Nc1cc2c(C)cc(=O)oc2cc1C
    -7.9%	-1.9%	-3.1%	0.1%	-39.0%	-2.1%	0.1%	-2.7%	1
8: O=C(Nc1ccc(N2CCCCC2)cc1)c1ccc2ccccc2n1
    -12.2%	8.5%	3.7%	-16.7%	-31.9%	7.2%	1.4%	2.7%	0.9
9: COc1ccc2oc(C(=O)OCc3c(C)noc3C)c(C)c2c1
    -2.5%	-17.6%	-8.3%	-9.9%	-11.2%[20 µM]	12.0%	14.2%	-1.1%	1
10: COc1ccc(CN2CCC(n3nccc3NC(=O)CCCc3ccccc3)CC2)cc1C
    .	-5.6%	-8.8%	3.3%	-4.4%	.	.	2.6%	.
11: COC(=O)[C@@H]1C2CCC(C(=O)Nc3ccccc3)(CC2)[C@@H]1C(=O)OC
    -5.3%	-9.5%	2.6%	-9.1%	12.2%	9.4%	9.7%	-1.3%	1
12: O=C(CCCNS(=O)(=O)c1cccc2nsnc12)NCc1ccc(F)cc1
    -2.3%	-11.7%	3.7%	9.6%	-12.9%	14.7%	17.1%	-2.4%	1.1
13: O=C(O)CSc1ccc2ccccc2n1
    -3.3%	-32.4%	0.5%	-2.3%	-3.8%	11.1%	16.0%	-4.7%	1
14: CC1(C)NC(=O)N(CCCCSc2ccc(Cl)cc2)C1=O
    -2.6%	16.3%	-7.7%	1.5%	-4.0%	-14.5%	-11.6%	38.0%	1
15: COc1cccc(-n2c(SCC(=O)NCc3ccco3)nnc2-c2c[nH]c3ccccc23)c1
    -3.7%	-18.9%	3.8%	-9.9%	-0.9%	9.9%	14.1%	-0.4%	1.1
16: CCC(C)Nc1nc(OC)nc(N(C)C#N)n1 (stereo not given)
    -3.1%	-12.2%	-10.6%	6.5%	-7.9%	-14.7%	-13.6%	5.2%	1
17: COCCCN1CC(=O)N2Cc3[nH]c4ccccc4c3C[C@H]2C1=O
    .	-4.3%	-5.2%	13.9%	-18.2%	.	.	0.3%	.
18: C=CCn1c(CNS(=O)(=O)c2ccc(F)cc2)n[nH]c1=S
    .	8.1%	-9.2%	17.3%	-18.3%	.	.	0.4%	.
19: NC(=O)c1ccc(NC(=O)CCC(=O)c2cccs2)cc1
    .	3.0%	-6.0%	-8.5%	-59.5%	.	.	3.0%	.
20: CC(=O)c1ccc(N2CCN(C(=O)Nc3ccc(F)cc3F)CC2)cc1
    -5.0%	-27.0%	-3.6%	-1.9%	-4.6%	12.3%	8.7%	-2.8%	1.2

A second format for some results above:
| No. | Structure | XIAP displacement | NOD1 NF-kB reporter | LYP inhibition | HEK293 NOD2/NF-kB | KOR beta-arrestin-1 | PMI inhibition | human PMI inhibition | KOR beta-arrestin-2 | TNAP activation fold |
| --- | --- | --- | --- | --- | --- | --- | --- | --- | --- | --- |
| 11 | COC(=O)[C@@H]1C2CCC(C(=O)Nc3ccccc3)(CC2)[C@@H]1C(=O)OC | -5.3% | -9.5% | 2.6% | -9.1% | 12.2% | 9.4% | 9.7% | -1.3% | 1 |
| 12 | O=C(CCCNS(=O)(=O)c1cccc2nsnc12)NCc1ccc(F)cc1 | -2.3% | -11.7% | 3.7% | 9.6% | -12.9% | 14.7% | 17.1% | -2.4% | 1.1 |

Following part
Values run as follows: XIAP displacement	NOD1 NF-kB reporter	LYP inhibition	HEK293 NOD2/NF-kB	KOR beta-arrestin-1	PMI inhibition	human PMI inhibition	KOR beta-arrestin-2	TNAP activation fold
21: Cc1cccc(C)c1OCC(=O)OCC(=O)c1ccc2c(c1)NC(=O)CO2
    -4.3%	-2.3%	1.4%	20.6%	-4.0%	7.8%	10.8%	-3.3%	1.1
22: CCCSc1nc2c(c(=O)n1-c1ccc(OCC)cc1)SCC2
    -5.0%	-15.0%	-5.3%	7.3%	-15.3%	5.8%	8.7%	2.3%	1.1
23: O=C(CSc1ncn[nH]1)c1ccc2c(c1)OCO2
    -1.7%	.	-6.1%	-1.4%	-8.7%	4.6%	9.0%	1.2%	1
24: COc1ccc(CCNC(=O)CCCN2C(=O)c3ccccc3C2=O)cc1OC
    -5.0%	13.4%	-3.1%	-2.5%	-32.9%	-2.1%	9.2%	2.8%	1.1
25: CC(=O)Nc1ccc(NC(=O)CSc2nnc(CNc3ccc(F)cc3)n2CC2CCCO2)cc1 (stereo not given)
    -2.1%	-11.3%	3.0%	15.5%	-15.3%	-2.9%	-4.0%	-6.1%	1.2
26: Cc1nc(SCC(=O)NC2CCCC2)[nH]c(=O)c1Cc1ccccc1
    -2.1%	-4.0%	-6.8%	12.3%	6.0%	-5.1%	-3.5%	4.4%	1.2
27: Nc1c(C(=O)N/N=C/c2ccccc2)cnn1-c1ccccc1
    .	-0.7%	-5.4%	-105.9%	32.4%	.	.	2.9%	.
28: CCCCn1c(CN2CCN(CCO)CC2)nc2ccccc21
    -1.7%	-11.3%	-10.0%	5.2%	22.8%	10.8%	7.7%	-3.7%	1.1
29: Cc1ccc(CN2CCN(c3ncccn3)CC2)o1
    -16.6%	-15.4%	-2.4%	8.7%	14.2%	-4.8%	-3.0%	-2.0%	1.1
30: CCOC(=O)C(C(=O)OCC)c1cc(Br)c2noc3c2c1C(=O)c1ccccc1-3
    8.7%	.	4.5%	-63.4%	68.5%*	52.1%*	35.0%	2.3%	0.8
31: CCOc1ccccc1CN1CCC(O)CC1
    -5.4%	-11.1%	-0.4%	-1.0%	-14.5%	-7.7%	-4.7%	3.2%	1.2
32: O=C(CN1CCN(c2ccc(Cl)cc2)CC1)c1ccccc1
    .	2.0%	-1.1%	12.3%	0.1%	.	.	-1.2%	.
33: O=C1NC2(CCCCCC2)C(=O)N1Cc1c(F)cccc1Cl
    .	3.8%	-7.2%	16.1%	23.5%	.	.	-1.1%	.
34: CCc1ccc2[nH]c3nc(SCCN4CCOCC4)nnc3c2c1
    .	24.5%	-6.7%	29.5%	-43.1%[20 µM]	.	.	9.9%	.
35: O=C1N=C(N2CCC(Cc3ccccc3)CC2)S/C1=C/c1cn[nH]c1-c1ccccc1
    -3.8%	42.4%	5.2%	22.7%	-130.2%	1.7%	2.6%	4.7%	1.1
36: CN(C)c1ccc(C(=O)c2ccc(N(C)C)c(N)c2)cc1N
    0.2%	-13.8%	-8.0%	-17.7%	-16.2%	23.2%	11.0%	-2.2%	1.1
37: COCCCNC(=O)Cn1cc(/C=C(\C#N)C(=O)NC2CC2)c2ccccc21
    .	-4.7%	-4.0%	2.9%	20.6%	.	.	-2.8%	.
38: N/C(Cc1ccc(Cl)cc1)=N\OC(=O)c1cccc2ccccc12
    -5.7%	-15.4%	-1.4%	3.6%	-11.9%	23.4%	17.2%	-2.9%	1.1
39: C(=N\NC(=Nc1ccccc1)c1ccccn1)/c1ccccn1
    -13.3%	-11.4%	-3.7%	-12.1%	21.4%	-6.6%	5.4%	7.7%	1.2
40: COC(=O)c1ccc(Cl)c(NS(=O)(=O)c2ccc3c(c2)OCCO3)c1
    -3.6%	.	4.4%	-9.0%	-9.9%	7.1%	11.3%	-0.6%	1.1
41: Cc1cc(=O)n2nc(N3CCCC(C(=O)NCc4ccc5c(c4)OCO5)C3)sc2n1 (stereo not given)
    1.0%	-5.8%	-5.7%	5.5%	8.2%	0.6%	3.5%	-2.5%	1.2
42: CC(C)C(=O)NNS(=O)(=O)c1ccccc1
    -10.2%	-31.6%	-7.6%	1.1%	-26.8%	2.0%	-17.7%	6.9%	1.1
43: CCOP(=O)(Cc1ccc(C(C)(C)CC(C)=O)o1)OCC
    .	3.2%	-0.4%	3.8%	-2.3%	.	.	5.5%	.
44: COCCCNC(=O)CN1C(=O)COc2ccc(S(=O)(=O)N3CCCCCC3)cc21
    .	-15.2%	-15.6%	15.1%	-21.7%	.	.	-6.3%	.
45: c1ccc(SCCOCCn2cncn2)cc1
    -3.1%	-3.6%	-2.3%	-2.1%	3.9%	11.1%	20.0%	-6.5%	1
46: CCOC(=O)N1CCN(c2c(N3CCN(c4ccccn4)CC3)c(=O)c2=O)CC1
    0.2%	-11.4%	-1.4%	10.5%	16.6%	3.4%	3.4%	-3.1%	1.1
47: CCCCOc1ccc(C(=O)O)cc1
    -18.7%	-26.3%	-1.8%	-11.4%	-43.0%	15.0%	12.1%	2.5%	1.1
48: Cn1c2c(c(=O)n(C)c1=O)C(CC(=O)Nc1ccccc1F)C(=O)N2 (stereo not given)
    .	-0.1%	-9.1%	17.2%	-15.0%	.	.	0.6%	.
49: CCCc1ccc2oc(C(=O)NCCc3nc(C(=O)OCC)cs3)c(C)c2c1
    .	-47.4%	-6.5%	-34.4%	-34.7%	.	.	4.3%	.
50: COC(=O)c1[nH]c2ccc(Cl)cc2c1NC(=O)CCN1CCN(C2CCCCC2)CC1
    -3.3%	-25.5%	-2.3%	-8.2%	-26.2%	4.4%	-0.8%	17.9%	1.1
51: COc1ccc(F)cc1S(=O)(=O)Nc1ccc2c(c1)OCCO2
    -3.5%	4.0%	-7.3%	0.7%	-8.2%	3.3%	3.9%	-4.3%	1.1
52: CN(C)S(=O)(=O)c1ccc(C(=O)Nc2ccc(CCC(=O)N3CCCC3)cc2)cc1
    -1.8%	-16.4%	-5.3%	7.0%	21.8%	4.4%	10.5%	-2.8%	1.1
53: Cc1cc(C)nc(SCc2cc(=O)c(OC(=O)c3cccc([N+](=O)[O-])c3)co2)n1
    -10.0%	-31.6%	-5.9%	9.9%	13.9%	4.9%	2.9%	0.8%	1
54: CSc1ccccc1NC(=O)C1CC(c2c(F)cccc2Cl)=NO1 (stereo not given)
    .	-34.8%	-6.0%	2.2%	-13.6%	.	.	0.6%	.
55: COc1ccc(-n2c(=O)/c(=C\c3cccs3)s/c2=C(/C#N)C(=O)N2CCN(C)CC2)cc1
    -7.6%	-23.4%	-18.5%	-5.6%	14.1%	-10.2%	-12.6%	-3.2%	1.1
56: CC(=O)/C(CN1CCCCC1)=N\O
    -4.4%	15.7%	4.5%	-3.5%	-5.2%	-6.8%	-6.1%	24.6%	1

Some values from above:
#56 in XIAP displacement is listed with -4.4%
#54 in KOR beta-arrestin-2 is listed with 0.6%

An excerpt from above, limited to KOR beta-arrestin-1.
no. | Molecule | KOR beta-arrestin-1
50 | COC(=O)c1[nH]c2ccc(Cl)cc2c1NC(=O)CCN1CCN(C2CCCCC2)CC1 | -26.2%
51 | COc1ccc(F)cc1S(=O)(=O)Nc1ccc2c(c1)OCCO2 | -8.2%
